M1AAP inhibition – malaria alanyl aminopeptidase activity blockers – biochemical, fluorogenic H-Leu-NHMec substrate, 1536-well (AID 1445); recombinant M1AAP, H-Leu-NHMec fluorogenic kinetic assay; higher % means a stronger effect; inhibition, % at 30 µM, or IC50 in µM where a hit was titrated; hit rate 0.42% among 220,000;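 active = primary inhibition above the hit cutoff, then over 50% inhibition at one or more dose response concentrations, cut at about 23% in these data, passing the limit was not always enough; inconclusive = conflicting primary data, or primary hits not chosen for dose response; inactive = low primary inhibition, or under 50% at every dose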;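 also: plate controls were DMSO full reaction for no effect and no enzyme background for full effect; strong numbers were not always called active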
K1F lysis inhibition – protection from phage-mediated lysis, alamar blue read-out – E. coli UTI89, K1F phage, bacterial capsule biogenesis inhibitors (AID 488966) | E. coli UTI89 K1F phage lysis, alamar blue, 2 h; higher % means a stronger effect | one-dose inhibition, % at 100 µM; IC50 in µM for titrated hits | hit rate 0.02% among 340,000;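 active = phage lysis inhibition, versus mean bacterial control, above a set limit; inconclusive = no clear call, values can overlap the other calls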;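 also: capsule biogenesis inhibitors block K1F phage lysis so surviving cells raise fluorescence; higher fluorescence means more inhibition of phage lysis; actives were called in the ten point dose series up to 300 µM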
P. falciparum M17LAP – P. falciparum M17LAP inhibitors, primary screen, biochemical, fluorogenic H-Leu-NHMec substrate, 1536-well (AID 1619). inhibition, % at 30 µM, or IC50 in µM where a hit was titrated. recombinant M17LAP, H-Leu-NHMec fluorogenic kinetic assay; higher % means a stronger effect. hit rate 0.38% among 220,000;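 active = compound inhibiting the enzyme by more than half at any dose during confirmatory dose-response retesting; inconclusive = strong single-dose inhibitors picked by rank but not retested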;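 also: plate controls were full reaction with DMSO carrier for no effect and no enzyme background for full effect; strong numbers were not always called active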
XIAP antagonists – small molecules displacing peptide from XIAP – biochemical, IAP family, fluorescence polarization (AID 1018); XIAP BIR domain, fluorescence polarization peptide displacement; higher % means a stronger effect; one-dose displacement, % at 20 µM; IC50 in µM for titrated hits; hit rate 0.007% among 200,000; in the data active = displacement above about 50%; also: a part of the inactive calls stands beside numbers as strong as those of hits
human PMI inhibition – inhibitors of human PMI, primary screen, biochemical, fluorescence intensity, coupled assay (AID 1209); inhibition, % at 20 µM; hits with a dose series show IC50 in µM; hit rate 0.42% among 190,000; purified PMI enzyme, coupled fluorescence intensity; higher % means a stronger effect;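 also: plate controls were DMSO vehicle for no effect and wells lacking substrate for full effect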
TNAP activation fold – stimulation of alkaline phosphatase TNAP activity – biochemical, luminescent, no phosphate acceptor, uHTS, primary screen (AID 1001). purified TNAP, luminescent activation assay, no phosphate acceptor; higher activation fold means a stronger effect. one-dose activation fold at 20 µM; EC50 in µM for titrated hits. hit rate 0.03% among 200,000; in the data active = activation fold from about 3, or a potency from the dose series; inactive = the rest, 99 in 100 with activation fold below about 1.6; also: many of its hits are not listed in these tables
human PMI inhibitors – human PMI inhibitors, high substrate, primary screen, biochemical, fluorescence intensity, high mannose 6-phosphate (AID 1220); hit rate 0.66% among 190,000; recombinant PMI enzyme, coupled fluorescence intensity; higher % means a stronger effect; inhibition, % at 20 µM; hits with a dose series show IC50 in µM
SIAH1 antagonists – blockers of Siah-1 interaction with plectin peptide – biochemical, fluorescence polarization, rhodamine-plectin, uHTS, primary screen (AID 1817); Siah-1 / rhodamine-plectin peptide fluorescence polarization; higher % means a stronger effect; displacement, % at 20 µM; hits with a dose series show IC50 in µM; hit rate 0.02% among 290,000;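 active = displacement of at least 50% at 20 µM, with a fluorescence ratio check between 0.3 and a set limit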;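 also: plate controls were Siah plus tracer with DMSO for no effect and tracer alone without Siah for full effect; strong numbers were not always called active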
Lipid droplet – hepatic lipid droplet formation modulation; AML12 mouse hepatocytes, oleate lipid droplets, BODIPY imaging; inhibition, % at 6.5 µM; hit rate 0.4% among 240,000; AID 1656;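 active = lipid droplet intensity inhibited by at least 50%, with more than 500 cells counted; inconclusive = wells with under 300 cells, treated as cytotoxic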
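Material: mouse AML12 hepatocyte cell line, fixed after treatment; Timing: compound with oleate, overnight; Technique: high-content imaging of BODIPY-stained droplets and DAPI nuclei; Probe or stimulus: oleate, 100 µM final; Dosing: compound at 6.5 µM only.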
Lipid droplet cells 6.5 µM – also measured in Lipid droplet; calls as there; cell count; measured here: cell count, cytotoxicity flag;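 cells counted across two imaged fields per well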
Active calls of the source: *; ? = inconclusive; . = no result given; & = joins results of further samples; [ ] = remark or other dose. Rule as the data show it, unless noted: active = inhibition above about 50%; inactive = the rest.

Screens in order – M1AAP inhibition, K1F lysis inhibition, P. falciparum M17LAP, XIAP antagonists, human PMI inhibition, TNAP activation fold, human PMI inhibitors, SIAH1 antagonists, Lipid droplet, Lipid droplet cells 6.5 µM
Cc1cnc(C(=O)Nc2ccc(N3CCN(C(=O)OC(C)(C)C)CC3)cc2)cn1
  10%, 0.3%, -2%, -2.2%, 8%, 1.1, 4%, 4%, -8, 759
Cc1nonc1C1CCCN1Cc1cn[nH]c1-c1ccc2c(c1)OCO2 (stereo not given)
  2%, 0.0%, -2%, -8.2%, 14%, 0.9, 11%, 0%, -3, 723
Cc1oc(-c2cccc3ccccc23)nc1CN1CCN(c2ncnc3ccccc23)CC1
  1%, 0.3%, -11%, -4.4%, 21%, 1, 16%, 1%, -22, 663
O=C(Nc1nccs1)c1ccc(S(=O)(=O)N2CCCCC2)cc1
  1%, -0.8%, 2%, 2.6%, 10%, 1.1, 9%, 0%, -4, 673
O=C(c1ccccc1)c1c[nH]cc1-c1ccccc1
  2%, -0.1%, -6%, -4.3%, 8%, 1.1, 17%, 8%, 0, 672
COc1ccc(C(=O)Nc2nc(C)c(C(=O)N(C)C)s2)cc1OC
  2%, 0.5%, 21%, -3.8%, 14%, 1.1, 12%, 1%, 2, 663
COC(=O)c1cc(C(=O)CC(C)C)c[nH]1
  6%, 0.2%, 1%, -8.3%, -13%, 1.1, -14%, -2%, 15, 734
CCOC(=O)Cc1[nH]nc2c1C(C1C=CCCC1)C(C#N)=C(N)O2 (stereo not given)
  17%, 0.0%, 4%, -10%, -4%, 0.6, -2%, 1%, ., .
COc1ccc(Cl)cc1NC(=S)N(CCN1CCOCC1)C1CCN(C(C)=O)CC1
  8%, 0.3%, 3%, 4.6%, -8%, 1.1, -9%, 10%, 5, 695
CNC(=O)c1csc(-c2cccs2)n1
  9%, 0.4%, 1%, -6.7%, -6%, 1.1, -5%, 9%, 6, 653
Cc1cc(NC(=O)CSc2nnc(C3CC3)n2Cc2ccccc2)no1
  5%, 0.0%, 9%, -4.7%, -14%, 1.1, -8%, 0%, 3, 746
CNC(=S)NNC(=O)c1sc2cc(C(F)(F)F)cnc2c1-c1ccccn1
  7%, -0.3%, 15%, -3.4%, 1%, 2, 9%, 1%, -2, 649
O=C(O)CCC(=O)Nc1cccc(C(=O)c2ccccc2)c1
  -1%, 0.3%, 3%, ., ., ., ., 0%, 4, 746
CCOC(=O)c1c(NC(=O)COC)sc2c1CCCC2
  -2%, 0.0%, -7%, -5.6%, 11%, 1, 10%, 2%, -10, 703
COc1ccc(-c2nc(NC(C)=O)sc2-c2ccc(OC)cc2)cc1
  -4%, 0.4%, 0%, -7.3%, 19%, 1.1, 18%, -4%, 5, 664
O=C(OCCN1CCCCC1)c1ccc(Cl)cc1
  3%, 0.4%, 3%, -2.4%, -2%, 1.1, 3%, 1%, 11, 756
c1ccc(C2=Nc3cccnc3C(c3ccccc3)=NN2)cc1
  0%, -0.1%, 1%, -4.9%, 4%, 1.1, 8%, 3%, 15, 732
COc1ccc(CCNC(=O)c2cc3sccc3n2C)cc1OC
  5%, 4.0%, 8%, 1.2%, 10%, 1.2, 8%, 1%, ., .
C/C(CS(=O)(=O)c1ccccc1)=N\O
  8%, 0.2%, 2%, -7.6%, 6%, 1.1, 5%, 6%, -29, 713
O=c1ccc(OCCOc2ccccc2)nn1-c1ccccc1
  0%, 0.9%[50 µM], 2%, -0.1%, -2%, 1.1, 1%, 4%, -20, 639
COc1ccc(-c2c([C@H]3[C@H]4C=CC[C@@H](C)[C@@H]4C(=O)N3Cc3ccccc3)ccc3ccccc23)cc1OC
  0%, 1.1%, 8%, ., ., ., ., 4%, ., .
COCCn1c(N2CCN(c3ccc(OC)cc3)CC2)nc2c1c(=O)[nH]c(=O)n2C
  -7%, 2.2%, -3%, -3.7%, 3%, 1, 4%, 2%, ., .
Cc1c(NC(=O)c2ccccc2N(C)S(=O)(=O)c2ccccc2)c(=O)n(-c2ccccc2)n1C
  1%, 0.6%, -10%, -24%, 11%, 1, 8%, -2%, 5, 748
COC(=O)c1ccc(C)c(NC(=O)Cc2coc3cc(OC)ccc23)c1
  4%, 0.5%, 26%, -0.1%, 0%, 1.1, 3%, 5%, ., .
CC(=O)/C(=C\N(C)C)Sc1ccc(Cl)cc1
  3%, -0.9%, -2%, ., ., ., ., -4%, -4, 659
Cc1ccc(NC(=O)Cn2cnc3c(cnn3C(C)(C)C)c2=O)cc1
  8%, 1.3%, 5%, -2.4%, 7%, 1, 7%, 0%, ., .
COc1ccc(NC(=S)Nc2ccc(OC(F)F)cc2)cn1
  0%, 0.2%, -4%, -5.9%, 15%, 1.1, 58%*, 2%, -23, 674
CCCCNC(=O)CCCCCNS(=O)(=O)c1ccc(Br)cc1
  3%, 0.1%, 1%, -9.7%, -14%, 1, -12%, 2%, -4, 707
O=C(Cc1coc2ccc3ccccc3c12)Nc1nnc(C2CC2)s1
  -1%, -0.7%, 16%, -6.6%, 4%, 1, 16%, 1%, ., .
CCOC(=O)C1=C(C)NC2=C(C(=O)C(C(=O)OCC)C(c3cccc(OC)c3)C2)C1c1ccccn1 (stereo not given)
  ?, 0.5%, 14%, -2.6%, 26%, 1, 44%, 0%, ., .
CN(Cc1ccc(F)cc1)C(=O)CCc1nnc(-c2ccccc2)o1
  6%, -0.3%, -7%, -4.0%, 4%, 1.1, -1%, 3%, -2, 704
C(=C\c1ccccc1)/CNCC1CCCO1 (stereo not given)
  3%, 0.6%, -4%, -3.3%, -15%, 1.1, -14%, -5%, -4, 702
Cc1c(NC(=O)/C=C/c2ccc(S(=O)(=O)N3CCOCC3)cc2)c(=O)n(-c2ccccc2)n1C
  6%, 5.8%, -13%, -5.6%, 4%, 1.1, 3%, 3%, 12, 700
COc1ccc(-c2noc(CSc3nc(N)cc(=O)[nH]3)n2)cc1
  2%, 0.0%, 8%, ., ., ., ., -1%, -8, 659
O=C(Nc1ccc(F)c(F)c1)c1ccc2c(c1)OCO2
  10%, 0.1%, 1%, -4.7%, 16%, 1.1, 17%, 1%, ., .
COc1ccc(C(c2c[nH]c3ccccc23)c2c[nH]c3ccccc23)cc1O
  6%, -6.0%, -3%, -7.8%, 9%, 0.9, 27%, -1%, ., .
O=C1CC(c2ccc(Cl)cc2)CC(O)=C1C=NCc1ccc(Cl)c(Cl)c1 (stereo not given)
  2%, 0.3%, 5%, -9.4%, 2%, 0.9, 0%, 0%, 5, 797
COc1cc(C(=O)NC(C)c2cnn(-c3ccccc3C)c2C)cc(OC)c1OC (stereo not given)
  3%, -0.1%, 6%, -8.1%, ., 1.1, ., -5%, -1, 675
COc1ccc(CCN2C(=O)C3C4C=CC(C4)C3C2=O)cc1OC (stereo not given)
  0%, 0.1%, -7%, -1.2%, 13%, 1.1, 14%, 5%, -2, 651
COc1ccccc1C(=O)NCCn1cc(SCC(=O)Nc2nnc(C)s2)c2ccccc21
  0%, -0.2%, 10%, -6.5%, 0%, 1, 9%, -1%, ., .
COc1ccccc1CNc1nc(S(=O)(=O)c2ccccc2)c(Cl)s1
  -2%, 0.4%[50 µM], 16%, -2.6%, 0%, 1, 1%, 1%, -4, 557
COC(=O)CSc1nnc(-c2cnccn2)n1C
  1%, 1.3%, -5%, -1.6%, -12%, 1.1, -12%, 5%, -18, 733
O=C(CN1N=C(C(F)(F)F)CC1(O)c1ccc([N+](=O)[O-])cc1)c1ccccc1 (stereo not given)
  3%, -0.4%, 7%, 0.0%, 3%, 1.1, -2%, 4%, -4, 741
COc1ccc(CNC(=O)CN(CC2CCCO2)C(=O)CNS(=O)(=O)c2ccccc2)cc1 (stereo not given)
  -2%, 8.9%, -2%, 0.5%, -2%, 1, 1%, 1%, ., .
C=CCOC(=O)c1c(C)nc2cc3c(cc2c1C)OCO3
  2%, -0.6%, 9%, -3.1%, -14%, 1.1, -14%, 10%, 12, 653
COC(=O)C1CSC(C(=O)OC)N1C(=O)Nc1ccc(Cl)cc1 (stereo not given)
  -2%, 0.5%, 10%, -1.6%, 5%, 1.1, -2%, 3%, ., .
O=C(c1ccc(O)cc1)c1ccc(C(=O)c2ccc(O)cc2)cc1
  4%&10%, 0.0%, -7%&12%, -0.1%, 1%, 1.1, 5%, 7%&1%, 7&-2, 709&776
Cc1nc2ccc(-c3nc4ccccc4o3)cc2[nH]1
  11%, 0.0%, -1%, -13%, 9%, 1.1, 8%, -2%, ., .
CC1CC(C)C[N+](=C2C=C(N3CCCC3)CC(C)(C)C2)C1 (stereo not given)
  23%, 0.3%, 30%, -6.2%, 25%, 1, 14%, -2%, 0, 683
COc1ccc2[nH]c(C(=O)O)c(NC(=O)c3ccccc3[N+](=O)[O-])c2c1
  7%, 0.2%, 3%, ., ., ., ., 1%, -8, 706
CC1(C)C2CCC(C2)C1(C)NC(=O)CNCC1CCCCC1 (stereo not given)
  1%, 0.6%, 4%, -7.0%, -5%, 1.2, -6%, 6%, 6, 704
Cc1ccccc1CNC(=O)c1ccc(CSCc2ccccc2)cc1
  0%, 1.4%, 8%, -0.3%, 19%, 1.3, 24%, 3%, -10, 569
CC1CCCCN1Cc1c(O)ccc2c(=O)c(-c3nc4ccccc4s3)coc12 (stereo not given)
  10%, 0.0%, 9%, ., ., ., ., 2%, 5, 699
COc1ccc(C2C(C(=O)Nc3cccc(C)n3)CCC(=O)N2c2ccc(OC)cc2)cc1 (stereo not given)
  8%, ., 3%, -1.2%, -4%, 1.1, -7%, 2%, ., .
COc1cccc(CN2CCNC(=O)C2CC(=O)O)c1OC (stereo not given)
  3%, -0.2%, 8%, 1.4%, -38%, 1.1, -45%, 15%, 16, 719
O=C(Cc1n[nH]c(=O)c2ccccc12)OCC(=O)c1ccc2c(c1)OCCO2
  -4%, 0.8%, 5%, -2.9%, 2%, 1.1, 5%, 5%, ., .
CC(C)(CNC(=O)c1ccc(Cl)c(S(=O)(=O)N2CCc3ccccc3C2)c1)N1CCOCC1
  5%, -0.9%, 0%, -22%, 4%, 1.1, 6%, 14%, -2, 693
CCNC1CCS(=O)(=O)C1 (stereo not given)
  1%, 0.1%, 1%, ., ., ., ., 1%, 0, 709
COCCNC(=O)c1c[nH]n2c(=O)cc(C3CCN(C(=O)OC(C)(C)C)CC3)nc12
  20%, -2.0%, -128%, -6.1%, -6%, 1.2, -9%, -1%, ., .
Cc1ccc(-c2nn(C)c(=O)c3ccccc23)cc1S(=O)(=O)N1CCOCC1
  -4%, 14%, -17%, -12%, 4%, 1.1, 10%, 9%, -8, 700
O=C(Nc1ccc(Br)cc1)N1CCCCCCC1
  0%, 0.5%, 3%, -1.4%, 10%, 1.2, 6%, 7%, ., .
Clc1ccc(SCCCN2CCCCC2)cc1
  2%, 0.4%[50 µM], -10%, ., ., ., ., 3%, 2, 724

Screening data from PubChem.
